From PubChem BioAssay
NCI-60 one-dose screen, 48 h, at 10 µM unless noted. Numbers give growth in % (100 = growth as untreated, 0 = no growth, -100 = all killed).
RPMI-8226 = RPMI-8226 leukemia cells; actives 7.5% (n = 77,000); AID 1794781
CCRF-CEM = CCRF-CEM leukemia. AID 1794778. actives 7% (n = 77,000)
HOP-92 = HOP-92 NSCLC cells. actives 6.3% (n = 71,000)
A549/ATCC = A549/ATCC NSCLC; actives 3.7% (n = 81,000); AID 1794740
EKVX = EKVX NSCLC. actives 3% (n = 71,000)
HOP-62 = HOP-62 NSCLC; actives 3.9% (n = 80,000); AID 1794735
MDA-MB-435 = MDA-MB-435 melanoma; actives 7.8% (n = 82,000); AID 1794794
M14 = M14 melanoma; actives 6.2% (n = 80,000); AID 1794745
Starred values were filed as active, the others as inactive; nt = not tested or not shown; & = joins results of further samples. How the source made its calls: active means growth percent below 10; inactive means the rest.

Every second line gives: RPMI-8226	CCRF-CEM	HOP-92	A549/ATCC	EKVX	HOP-62	MDA-MB-435	M14
- C=CCC(S(=O)(=O)CC)S(=O)(=O)CC
    111	106	96	99	110	94	109	109
- COc1ccc(-c2ccc(COc3ccc(CC4SC(=O)NC4=O)cc3)cc2)cc1 (stereo not drawn)
    61	73	91	74	68	81	40	87
- COc1ccc(CNc2nc3ccccc3c3c(=O)c4cc(Cl)ccc4sc23)cc1
    85	94	41	77	80	57	85	84
- N#CC1=C(N)Oc2c(ccc3ccccc23)C1c1ccc(Cl)cc1 (stereo not drawn)
    90	93	74	100	80	74	43	80
- C#CCNCc1ccccc1
    100	105	97	95	98	109	106	98
- Fc1ccc(Cn2cc(CSc3nc4ccccc4s3)nn2)cc1
    100	91	99	92	102	87	97	101
- O=C1CCC23C=CC(O2)C2(Nc4ccccc4NC2=O)c2cc(F)ccc2N13 (stereo not drawn)
    99	112	100	107	94	99	107	105
- O=C(O)CCCCCCCCCCN1C(=O)/C(=C/c2cn(-c3ccccc3)nc2-c2ccc(OCc3ccccc3Cl)cc2)SC1=S
    105	95	98	103	103	100	105	98
- COc1ccc(C(=O)c2oc3ccc(Cl)cc3c2N)cc1
    94	93	132	96	nt	125	108	111
- CC1(c2cc3cc(Cl)ccc3oc2=O)NC(=O)c2c(/C=C/C(=O)OC3CC4CCC3(C)C4(C)C)cccc2N1 (stereo not drawn)
    22	59	41	42	49	71	81	70
- COc1cc2cc(NC(=O)CN3CCCN(c4ccccc4)C3=O)nc(C)c2cc1OC
    114	103	94	69	97	79	98	91
- CCN1CCCC(OC(=O)C(c2ccccc2)c2ccccc2)C1 (stereo not drawn)
    100	nt	103	105&102	98&97	99&112	103&102	97&101
- O=C(OCc1nc2nc(Cl)nc(N3CCOCC3)c2[nH]1)N1CCNCC1
    92	97	87	105	98	89	102	100
- COc1cc2c3c(c(=O)oc2cc1OS(=O)(=O)c1ccc(C)cc1)CCCCC3
    56	55	57	87	nt	97	91	78
- CNc1ncnc(NC)c1[N+](=O)[O-]
    127	112	nt	107	113	110	120	110

Other records follow:
Every second line gives: RPMI-8226	CCRF-CEM	HOP-92	A549/ATCC	EKVX	HOP-62	MDA-MB-435	M14
- O=C(Cn1cc(CN2C(=O)c3ccccc3S2(=O)=O)nn1)Nc1ccc(F)cc1F
    103	88	104	99	106	100	105	100
- C=C(C)CNC(=O)C(C)O (stereo not drawn)
    113	114	105	77	102	105	102	104
- c1ccc(CN=C(NCc2ccccc2)NCc2ccccc2)cc1
    43	66	48	47	28	79	67	53
- S=c1[nH]nc(-c2cccc(Cl)c2Cl)n1-c1ccc(Cl)cc1
    100	111	100	100	104	98	107	95
- COc1cc2c(=O)ccn(-c3ccc(N)cc3)c2cc1OC
    105	119	114	102	112	87	103	111
- Cc1cc(N)n(S(=O)(=O)c2oc(-c3ccccc3)nc2C#N)n1
    76	7.8*	92	95	85	95	92	84
- CS(=O)(=O)OC1CCCC(OS(C)(=O)=O)C1 (stereo not drawn)
    105	100	114	99	96	105	99	98
- Cc1cnc(NC(=O)C(Cc2ccccc2)NC(=O)c2ccccc2)s1 (stereo not drawn)
    -16*	81	19	91	78	84	13	52
- Fc1c(F)c(F)c(-c2nnc(CN3C=NC4C(N5CCOCC5)=NC=NC43)o2)c(F)c1F (stereo not drawn)
    nt	100	115	103	96	96	100	107
- CCC(NC1CCN(Cc2ccccc2)CC1)C(N)=O (stereo not drawn)
    93	92	92	93	107	107	99	94
- N#Cc1c2cccnc2c2nnc3ccccc3n12
    134	112	nt	97	107	96	123	115
- COc1cccc(/C=C/C(=O)c2c(C)nc3ccccc3c2/C=C/c2ccccc2)c1OC
    6.1*	13	61	31	51	55	15	36
- C/C(=N/Nc1ccc([N+](=O)[O-])cn1)C(=O)O
    110	108	107	107	98	95	105	109
- Nc1nc(N)c2c(n1)NC(c1ccc(Cl)cc1)CC(c1cccc(Nc3ccncc3)c1)=N2 (stereo not drawn)
    56	33	49	31	62	75	43	35
- CC1=CC2(C)/C=C(C)/C=C\CC(O)/C=C3/C=CC(=C4C(=O)OC2(CC1C)C4=O)OC3 (stereo not drawn)
    -24*	-39*	-76*	8.6*	35	91	-50*	-77*

3 entries drawn at random from the list so far:
Every second line gives: RPMI-8226	CCRF-CEM	HOP-92	A549/ATCC	EKVX	HOP-62	MDA-MB-435	M14
- COc1cc2c3c(c(=O)oc2cc1OS(=O)(=O)c1ccc(C)cc1)CCCCC3
    56	55	57	87	nt	97	91	78
- COc1cc2cc(NC(=O)CN3CCCN(c4ccccc4)C3=O)nc(C)c2cc1OC
    114	103	94	69	97	79	98	91
- Cc1cnc(NC(=O)C(Cc2ccccc2)NC(=O)c2ccccc2)s1 (stereo not drawn)
    -16*	81	19	91	78	84	13	52

New compounds follow.
Every second line gives: RPMI-8226	CCRF-CEM	HOP-92	A549/ATCC	EKVX	HOP-62	MDA-MB-435	M14
- COc1cc2c(cc1OC)C1(NCC2)C(=O)Nc2c(Br)cc(Br)cc21 (stereo not drawn)
    84	85	83	91	89	89	98	104
- O=C1CC[C@@]2(C[C@H](CI)OC2=O)O1
    95	99	93	108	105	91	103	97
- COc1ccc(Nc2ncccc2NC(=O)c2cn(Cc3cc(OC)c(OC)c(OC)c3)nn2)cc1
    103	104	103	99	102	98	107	103
- COc1ccc2[nH]c(=O)cc(-n3ncc(C(=O)/C=C/c4cc(OC)c(OC)c(OC)c4)c3C)c2c1
    -45*	-20*	44	8.3*	11	0.7*	1.5*	-48*
- O=S(=O)(NCCNc1cc(-c2c(-c3cccc(O)c3)nc3sccn23)ccn1)c1cccc(F)c1
    48	44	55	62	62	105	35	76
- NS(=O)(=O)Oc1ccc(NC(=O)C23CC4CC(CC(C4)C2)C3)cc1
    94	nt	102	90	97	100	102	96
- CCCCC(Nc1ncnc2nc[nH]c12)C(=O)O (stereo not drawn)
    106	109	110	98	100	95	103	100
- CCOC(=S)Sc1ccc([N+](=O)[O-])cc1[N+](=O)[O-]
    12	14	49	83	98	94	62	36
- O=C(CBr)c1ccc(F)c2ccccc12
    106	97	92	96	91	105	101	103
- O=C1C(Br)=C(c2ccccc2)C(=O)C(Br)=C1c1ccccc1
    99	32	92	88	nt	111	91	104
- Cc1c(C(=O)OC(CO)CO)cc(-c2ccc(Cl)cc2)n1-c1ccccc1
    100	75	68	70	91	99	74	77
- CC1(C)CC(=O)C2=C(C1)N(c1ccc(OC(F)(F)F)cc1)C(N)=C(C#N)C2c1ccc(Br)o1 (stereo not drawn)
    68	83	85	84	82	98	90	87
- COc1ccc(/C=C2\COc3ccc(-c4ccccc4)cc3C2=O)c(OC)c1
    77	71	109	91	161	120	119	93
- COc1ccc2c(c1)c(-c1nc(-c3c[nH]c4ncccc34)cs1)cn2C(=O)OC(C)(C)C
    38	40	85	81	99	93	104	90
- CCc1cc(C(C)(C)C)cc(C(C)(C)C)c1O
    99	101	81	102	97	103	96	101

Look-ups from the entries so far:
CCRF-CEM, COc1ccc2c(c1)c(-c1nc(-c3c[nH]c4ncccc34)cs1)cn2C(=O)OC(C)(C)C = 40
MDA-MB-435, COc1ccc(/C=C2\COc3ccc(-c4ccccc4)cc3C2=O)c(OC)c1 = 119
MDA-MB-435, COc1cc2c(cc1OC)C1(NCC2)C(=O)Nc2c(Br)cc(Br)cc21 (stereo not drawn) = 98
CCRF-CEM, O=S(=O)(NCCNc1cc(-c2c(-c3cccc(O)c3)nc3sccn23)ccn1)c1cccc(F)c1 = 44
A549/ATCC, Cc1c(C(=O)OC(CO)CO)cc(-c2ccc(Cl)cc2)n1-c1ccccc1 = 70
HOP-92, COc1ccc2[nH]c(=O)cc(-n3ncc(C(=O)/C=C/c4cc(OC)c(OC)c(OC)c4)c3C)c2c1 = 44

(listing goes on)
Every second line gives: RPMI-8226	CCRF-CEM	HOP-92	A549/ATCC	EKVX	HOP-62	MDA-MB-435	M14
- CC(C)c1ccc(NC(=O)NC2CCCCC2)cc1
    95	104	85	99	94	100	105	103
- C#C[C@]1(O)CC[C@H]2[C@@H]3CC=C4c5sc(Nc6cccc(C(=O)O)c6)nc5CC[C@]4(C)[C@H]3CC[C@@]21C
    72	92	106	98	103	108	90	103
- CCOC(=O)Cn1c(=O)c2sc3ncccc3c2n2nnc(-c3ccccc3)c12
    95	86	71	107	104	95	104	99
- Cc1nc(-c2cc3ccccc3oc2=O)ccc1C(=O)/C=C/c1ccccc1
    102	102	95	112	99	103	96	100
- Cc1ccc(S(=O)(=O)N2CC=C3C(=C(c4ccccc4)c4ccccc43)C2)cc1
    72	92	78	77	97	96	103	94
- COc1ccc2oc(N)nc2c1
    110	109	82	91	101	103	102	95
- Cc1ccc(-c2nc3nc(-c4ccccc4)nc(N4CCN(S(=O)(=O)c5ccc(C)cc5)CC4)c3o2)cc1
    109	105	112	104	108	100	105	110
- CCCCC1COc2cccc3c(SCC(=O)N(C)c4ccccc4)cc[n+]1c23 (stereo not drawn)
    nt	111	nt	105	113	128	111	nt
- O=c1oc2ccc(Br)cc2cc1-c1cc(-c2ccc(-c3cc(-c4cc5cc(Br)ccc5oc4=O)nc(-c4cc5cc(Br)ccc5oc4=O)c3)cc2)cc(-c2cc3cc(Br)ccc3oc2=O)n1
    97	98	108	103	107	102	107	95
- NS(=O)(=O)c1ccc(NC(=O)Nc2nncs2)cc1
    115	108	123	108	103	106	103	106
- O=C(c1ccccc1)c1ccco1
    101	93	nt	97	nt	105	nt	99
- C=CC(=O)N1CC2(CC(n3nc(-c4ccc(Oc5ccccc5)cc4)c4c(N)ncnc43)C2)C1
    41	54	20	39	nt	36	30	15
- NC(=S)Nc1ccccc1O
    101&104	112&96	118&95	100&113	105&105	94&105	117&104	96
- CC(C)CCN(C(=O)CCl)c1ccccc1
    108	106	98	108	100	114	101	100
- COc1ccc(C(=O)OCOC(=O)c2ccc(OC)cc2)cc1
    91	112	83	105	105	100	102	90

(more compounds)
Every second line gives: RPMI-8226	CCRF-CEM	HOP-92	A549/ATCC	EKVX	HOP-62	MDA-MB-435	M14
- CN(C)c1ccc(N2C(=O)C=CC2=O)cc1
    94	69	96	89	96	83	101	100
- O=C(Nc1cccc2c1O[C@H](c1nn[nH]n1)CC2=O)c1ccc(OCCCCc2ccccc2)cc1
    112	97	nt	106	104	115	103	98
- Clc1ccc(SCCSCCSc2ccc(Cl)cc2)cc1
    100	96	98	105	95	94	104	98
- COc1ccc(NS(=O)c2ccc(-c3ccccc3)cc2)cc1 (stereo not drawn)
    101	77	89	73	102	86	88	105
- FC(F)(F)c1nc2nccc(-c3ccc4c(c3)OCO4)n2n1
    103	100	nt	99	82	101	107	108
- Cc1cc([N+](=O)[O-])ccc1NC(=O)N(C)CCOC(=O)Nc1ccccc1
    42	75	72	74	68	94	90	83
- C#CCCCN(Cc1ccc(S(C)(=O)=O)cc1)Cc1ccccc1OC
    91	nt	92	95	nt	92	102	94
- OC[C@H](O)CN1[C@@H](CCc2ccc(O)cc2)CCC[C@H]1CCc1ccc(OCCF)cc1
    97	95	89	89	94	101	107	96
- COc1cc(NC(=O)CCSc2nc3ccccc3c(=O)n2Cc2ccccc2)cc(OC)c1OC
    57	75	54	73	nt	93	90	95
- N#Cc1c(-c2ccccc2)cc(-c2ccccc2)n(CCCCCCC(=O)O)c1=O
    108	106	125	102	93	94	102	101
- CCSC(SCC)C(OC(=O)c1ccccc1)C(OC(=O)c1ccccc1)C(COC(c1ccccc1)(c1ccccc1)c1ccccc1)OC(=O)c1ccccc1 (stereo not drawn)
    100	96	nt	101	nt	100	107	101
- CCOC(=O)CCCS(C)(=O)=O
    124	113	87	109	113	102	119	nt
- Cc1cnc2cccc(C)n2c1=O
    100	102	99	95	94	96	110	100
- OC(c1ccc(Cl)cc1)c1ccc(Cl)cc1
    104&93	98&86	95	99	110	90&86	110&101	109&109
- CCCCC/C=C/C/C=C/CCCCCCCC1=NC(C)(C)CN1C(C)C
    -36*	8.7*	nt	nt	52	nt	16	28

Additional results follow.
Every second line gives: RPMI-8226	CCRF-CEM	HOP-92	A549/ATCC	EKVX	HOP-62	MDA-MB-435	M14
- O=[N+]([O-])c1ccc(Sc2cccc[n+]2[O-])c2nonc12
    -12*	-19*	96	59	98	101	98	71
- O=C(NNc1ccc(F)cc1)c1ccc(Cc2n[nH]c(=O)c3cccnc23)cc1
    nt	nt	97	100	103	106	103	102
- COc1ccccc1Sc1nnc(/N=C2\C(=O)Nc3ccc(F)cc32)s1
    93	95	101	81	83	88	100	103
- Cc1cc(=O)[nH]c(N/N=C/C=C/c2ccccc2)n1
    103	96	nt	110	96	100	96	110
- CC[N+](C)(C)Cc1ccccc1Br
    99	106	103	102	110	105	nt	100
- COc1cc2c(c(OC)c1OC)=NC(=O)/C(=C\c1sc(=O)[nH]c1O)C=2
    109	87	97	94	93	98	102	93
- COc1ccc2oc(=O)cc(C3C(C#N)=C(N)Oc4cc5ccccc5cc43)c2c1 (stereo not drawn)
    106	105	108	97	91	104	106	110
- NC(=S)C(=S)N=Cc1c(N)[nH]n(-c2ccccc2)c1=O
    81	93	54	98	102	95	96	96
- CSc1nc2c(c(=O)[nH]1)C1(C(=O)Nc3ccccc31)c1c(nc(SC)[nH]c1=O)N2
    108	109	99	100	108	113	104	97
- NCCCC[C@H](NC(=O)[C@@H]1CCCN1C(=O)Cc1ccc(O)cc1)C(=O)N[C@@H](CCCN=C(N)N)C(=O)N[C@@H](CCCN=C(N)N)C(=O)N[C@@H](CCCN=C(N)N)C(=O)N[C@@H](CCCN=C(N)N)C(=O)N[C@@H](CCCN=C(N)N)C(=O)N[C@@H](CCCN=C(N)N)C(N)=O
    115	112	82	95	100	100	101	102
- Cl[C@@H]1CCO[C@H](c2ccco2)C1
    94	92	91	97	96	95	100	99
- Cn1c(=O)c2[nH]c(C(F)(F)F)nc2n(C)c1=O
    110	99	93	95	103	101	108	98
- CC1CCC(=O)CC1C (stereo not drawn)
    106	101	94	98	107	88	107	106
